Screening results from PubChem BioAssay.
STAT3 act: STAT3 signaling activation; U3A cells, IL-6 STAT3-luciferase reporter, luminescence; 100% = signal with IL-6 EC80 alone; activation (% of control), % at 5.6 µM; actives 0.91% (n = 190,000); AID 871;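 active = activation above the screen-wide mean of compound activation plus 3 SD, cut at about 130% in these data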;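 also: 0% = background luminescence of wells with medium and substrate only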
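Detection: reporter luminescence signal / Assay system: STAT1-lacking human U3A cells, STAT3 luciferase reporter / Incubation: compound pre-incubation 1 h before IL-6, then 6 h stimulation at 37 °C / Control set: IL-6-only high control / Read-out: % activation relative to IL-6 control / Probe or stimulus: Interleukin-6, 33 ng/mL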
NF-kB expr up: raises NF-kB expression in human neuronal cells | fold change at 12.5 µM | actives 1.6% (n = 190,000) | AID 1239 | NF-kB reporter expression; stronger effect = higher value; in the data active = fold change above about 3.3
STAT1 blocker: reduces IFN-gamma driven STAT1 reporter signal; NIH 3T3 STAT1-luciferase reporter, luminescence; inhibition, % at 5.5 µM; actives 0.35% (n = 200,000); AID 920;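 active = inhibition above a set limit, the mean inhibition across all tested compounds plus 3 SD, cut at about 34% in these data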;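 also: 0% = IFN-gamma with DMSO and 100% = IFN-gamma with 300 µM nifuroxazide; values of inactives mirror those of a sister screen read the other way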
FLuc act counter: firefly luciferase counter-screen for stimulation assays | P08659 | ATPlite luciferase biochemical, luminescence, 10 min; 0 = ATP-free wells, 1 = DMSO control | activation factor at 10 µM | 200,000 tested, under 10 active | AID 1027;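 active = luciferase activation factor, scaled between plate controls, of at least 2 with compound at 10 µM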
Target sequence (P08659 whole entry, looked up): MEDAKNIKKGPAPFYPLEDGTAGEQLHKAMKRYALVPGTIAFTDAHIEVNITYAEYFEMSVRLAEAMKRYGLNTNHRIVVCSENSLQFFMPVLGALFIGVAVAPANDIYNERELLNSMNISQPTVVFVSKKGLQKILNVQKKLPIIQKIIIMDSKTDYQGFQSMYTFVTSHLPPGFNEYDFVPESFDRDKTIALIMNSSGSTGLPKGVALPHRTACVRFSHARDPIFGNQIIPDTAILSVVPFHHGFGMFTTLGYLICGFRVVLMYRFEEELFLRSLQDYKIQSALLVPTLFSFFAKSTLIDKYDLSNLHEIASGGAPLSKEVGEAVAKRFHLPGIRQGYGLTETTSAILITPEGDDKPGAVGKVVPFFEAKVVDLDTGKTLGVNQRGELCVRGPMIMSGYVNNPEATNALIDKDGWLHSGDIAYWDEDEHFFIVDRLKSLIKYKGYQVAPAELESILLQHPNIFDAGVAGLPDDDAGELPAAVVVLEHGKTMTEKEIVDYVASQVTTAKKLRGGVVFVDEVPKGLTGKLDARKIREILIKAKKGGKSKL
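Assay system: Luciferase/luciferin detection reagent, cell-free biochemical luciferase assay / Read-out: luciferase activation / Benchmarks: No-ATP low control, compound-free enzyme-plus-ATP high control / Medium: PBS buffer for ATP / Detection: luminescence measurement of luciferase light output / Schedule: 10 min at ambient temperature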
FLuc inhib CS: counter-screen for luciferase assay inhibitors: firefly luciferase inhibition | P08659 | ATPLite firefly luciferase biochemical luminescence, 10 min | inhibition, % at 10 µM | actives 1.5% (n = 200,000) | AID 1006;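 active = inhibition above about 50% when tested at 10 µM, limit read from the data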
STAT3 blocker: inhibitors of IL-6 induced STAT3 signaling | inhibition, % at 5.5 µM | U3A cells, IL-6 STAT3-luciferase reporter, luminescence; host cell line lacks STAT1 | actives 0.89% (n = 190,000);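 active = inhibition above the mean inhibition across all screened compounds plus 3 SD, cut at about 44% in these data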;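 also: 0% = DMSO only wells and 100% = 100 µM nifuroxazide control wells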
STAT1 activator: STAT1 signaling activation; NIH 3T3 STAT1-luciferase reporter, IFN-gamma, luminescence; 100% = IFN-gamma alone, no compound; activation (% of control), % at 5.5 µM; actives 2.6% (n = 200,000); AID 932;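 active = activation above the screen-wide mean activation plus 3 SD, cut at about 130% in these data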;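 also: raw ratio to IFN-gamma control signal so 100% means no change and 0% no light; values of inactives mirror those of a sister screen read the other way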
APP 5'UTR act: APP 5'UTR luciferase reporter activation. SH-SY5Y APP 5'UTR luciferase reporter, luminescence; zero percent = DMSO vehicle wells. activation, % at 2 µM. actives 1% (n = 190,000). AID 1276;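 active = activation above a set limit, based on mean plus 3 SD of controls, cut at about 140% in these data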; also: values of inactives mirror those of a sister screen read the other way
ROMK primary: human ROMK K+ channel modulation, primary screen; actives 2% (n = 130,000); B-score at 10 µM; Tet-inducible ROMK, thallium flux fluorescence; actives lie on both sides; AID 1918; P48048;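 active = signal ratio slope over the read window, or its plate-corrected B-score, at least 3 SD from the plate mean, either direction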;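 also: B-score of the F/F0 ratio slope over 7 to 12 s after thallium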
Target sequence (P48048 whole entry, looked up): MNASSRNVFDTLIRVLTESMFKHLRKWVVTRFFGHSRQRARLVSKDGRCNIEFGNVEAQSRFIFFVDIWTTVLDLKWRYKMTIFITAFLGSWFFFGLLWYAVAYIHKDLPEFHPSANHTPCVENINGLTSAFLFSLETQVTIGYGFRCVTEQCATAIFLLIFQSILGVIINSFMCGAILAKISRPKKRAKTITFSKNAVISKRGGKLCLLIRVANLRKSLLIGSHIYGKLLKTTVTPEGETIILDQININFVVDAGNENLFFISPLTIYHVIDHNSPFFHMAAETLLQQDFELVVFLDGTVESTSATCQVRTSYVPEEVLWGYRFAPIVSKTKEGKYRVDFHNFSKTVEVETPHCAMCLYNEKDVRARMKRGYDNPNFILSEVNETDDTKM
APP 5UTR inh: APP translation inhibition; SH-SY5Y APP 5'UTR-luciferase reporter, luminescence; AID 1285; actives 0.82% (n = 190,000); inhibition, % at 2 µM;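 active = inhibition above a set limit, derived from the sample mean plus 3 SD, cut at about 45% in these data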; also: values of inactives mirror those of a sister screen read the other way
An asterisk follows results filed as active; nt = no result given.

no.	SMILES	STAT3 act	NF-kB expr up	STAT1 blocker	FLuc act counter	FLuc inhib CS	STAT3 blocker	STAT1 activator	APP 5'UTR act	ROMK primary	APP 5UTR inh
1	CSc1ccc(Cn2nnc(C(=O)Nc3ccc(C)c(C)c3)c2N)cc1	99	1.3	-22	1.1	-5	6	120	24	nt	-24
2	Cc1ccc(-c2cn(S(=O)(=O)c3cccc4nsnc34)nc2N)cc1	98	1.1	-10	1	-3	8	109	-1	nt	1
3	COc1ccccc1NC(=S)N1CCc2cc(OC)c(OC)cc2C1	99	0.9	3	1	2	4	97	2	nt	-2
4	CCOC(=O)NC1(NCc2ccccc2)Oc2ccccc2O1	100	1.4	4	1.1	-9	2	96	4	nt	-4
5	CCOc1ccc2[nH]c(=O)c(CN(CCO)Cc3nnnn3CCc3ccccc3)cc2c1	102	0.92	0	1	-4	4	100	-1	-0.26	1
6	O=C(CCCn1cnc([N+](=O)[O-])n1)Nc1ccc(Cl)cc1Cl	101	1.1	11	0.9	6	2	90	1	-0.032	-1
7	CC(=O)n1c(C=Nc2ccccc2)c(O)c2ccccc21	134*	1.2	-4	0.4	62*	-23	103	35	-1.7	-35
8	O=C(CSc1nc2ccccc2o1)c1cc2ccccc2oc1=O	97	1.6	-18	1.1	-10	7	117	37	nt	-37
9	CCOc1ccc(NC(=O)CSC2=C(C#N)C(c3ccc4c(c3)OCO4)CC(=O)N2)cc1 (configuration not stated)	103	1	6	1	-2	2	95	-8	0.38	8
10	O=C(Nc1ccc(N2CCN(C(=O)c3ccccc3)CC2)cc1)c1ccc(Br)o1	88	0.64	-7	1.1	-5	19	107	-1	nt	1
11	O=C(O)C1C2C=CC(C3CC23)C1C(=O)O (configuration not stated)	102	1.1	-3	1	-4	2	103	22	nt	-22
12	CCOC(=O)N1CCN(S(=O)(=O)c2cccs2)CC1	105	1.2	2	1	-2	-2	98	4	0.62	-4
13	O=C(CCN1CCCCC1)N/N=C/c1ccc(Br)cc1	102	1.3	-10	1.1	-7	0	109	7	nt	-7
14	CCCCc1c(C)nc2ccc(Br)cc2c1SC(N)N	100	1.1	-4	1.1	-7	7	102	-9	0.35	9
15	CN(C)CC(C)(C)CNC(=O)C1CCN(Cc2ccccc2O)CC1	102	1.1	-2	0.8	18	0	102	10	nt	-10
16	Clc1ccc(-n2nnnc2CN2CCOCC2)cc1Cl	96	1.6	-1	1.1	-6	9	101	-12	0.078	12
17	CN1CCN(CC(=O)N/N=C/c2ccc(F)c(F)c2)CC1	102	1.2	3	1.1	-7	0	97	10	nt	-10
18	Cc1nc(NC(=O)c2cccnc2)ccc1Br	79	3	-20	1	-2	28	118	-12	nt	12
19	O=S(=O)(NCc1cc(-c2ccccc2)no1)c1ccccc1Cl	108	1.1	-3	1	-4	0	103	0	0.17	0
20	COc1ccc(CCN2C(=O)C3C4CCC(C4=C(C)C)C3C2=O)cc1OC (configuration not stated)	99	0.82	2	1.1	-6	-3	98	22	nt	-22
21	O=C(CN1C(=O)/C(=C/c2cccc(Br)c2)SC1=S)Nc1cccnc1	93	nt	-7	1	-4	14	107	5	-2.6	-5
22	CCn1c(SCC(=O)C(C)(C)C)nnc1-c1ccccc1OC	100	1.2	1	1.1	-7	4	99	12	-1.4	-12
23	COc1cccc2cc(C(=O)N3CCC(C)CC3)c(=O)oc12	101	1	15	1	-5	3	87	11	nt	-11
24	Cc1nc(NC(=O)/C=C/c2ccccc2)n[nH]1	87	0.77	16	0.9	13	13	85	-19	-0.013	19
25	CN1CCc2c(sc(/N=C/c3cccs3)c2C(N)=O)C1	108	2	-21	1	4	1	119	32	nt	-32

Grouped by structure: the entries above with an NH in an aromatic ring
no.	SMILES	STAT3 act	NF-kB expr up	STAT1 blocker	FLuc act counter	FLuc inhib CS	STAT3 blocker	STAT1 activator	APP 5'UTR act	ROMK primary	APP 5UTR inh
5	CCOc1ccc2[nH]c(=O)c(CN(CCO)Cc3nnnn3CCc3ccccc3)cc2c1	102	0.92	0	1	-4	4	100	-1	-0.26	1
24	Cc1nc(NC(=O)/C=C/c2ccccc2)n[nH]1	87	0.77	16	0.9	13	13	85	-19	-0.013	19

Single records, from the list above. Order of values: STAT3 act	NF-kB expr up	STAT1 blocker	FLuc act counter	FLuc inhib CS	STAT3 blocker	STAT1 activator	APP 5'UTR act	ROMK primary	APP 5UTR inh
O=C(CCCn1cnc([N+](=O)[O-])n1)Nc1ccc(Cl)cc1Cl as listed: 101	1.1	11	0.9	6	2	90	1	-0.032	-1
O=S(=O)(NCc1cc(-c2ccccc2)no1)c1ccccc1Cl as listed: 108	1.1	-3	1	-4	0	103	0	0.17	0

The listing continues:
no.	SMILES	STAT3 act	NF-kB expr up	STAT1 blocker	FLuc act counter	FLuc inhib CS	STAT3 blocker	STAT1 activator	APP 5'UTR act	ROMK primary	APP 5UTR inh
26	COc1ccccc1NC(=O)C1=C(C)Nc2nc(CCCO)nn2C1c1cccnc1 (configuration not stated)	99	1	3	1	-1	4	94	7	1.2	-7
27	O=C(NN=C1CCCCC1)NC1CCCCC1	107	1.1	-7	1	-4	-5	106	2	nt	-2
28	CC1CN(S(=O)(=O)c2cccc(-c3cn4ccccc4n3)c2)CC(C)O1 (configuration not stated)	98	0.9	-2	1	2	5	102	2	-0.62	-2
29	CC(C)c1ccc(OCC(=O)N(c2ccccn2)C2CCCCC2)cc1	98	0.96	2	1.1	-6	6	98	-9	-2.6*	9
30	Cc1cc(C)c(C)c(C(=O)c2ccccc2C(=O)O)c1C	105	0.98	0	1	-4	0	99	17	0.17	-17
31	COc1ccc(-n2nnnc2S(=O)(=O)CC(=O)N2CCCCC2)cc1	82	0.54	36*	1	-1	29	67	-16	nt	16
32	Cc1cc(NC(=O)CSc2nnc(-c3ccc(S(=O)(=O)N4CCCC4)cc3)n2C)no1	110	0.79	-3	1.1	-9	-8	103	-2	-0.35	2
33	O=C(NNC(=S)NCc1ccccc1)c1cccc([N+](=O)[O-])c1	97	1.1	-4	1	-5	9	104	3	-0.17	-3
34	CNc1nn(-c2cccc(Cl)c2)nc1N	112	1.2	-26	1	0	-8	123	-19	0.83	19
35	COc1cc([N+](=O)[O-])ccc1NC(=O)CSc1nnc(C)c(C)n1	105	1.2	5	1	0	0	94	11	-0.39	-11
36	NC1=NS(=O)(=O)NC1c1ccc(F)cc1 (configuration not stated)	100	1.2	-4	1.1	-5	3	102	8	-0.79	-8
37	COc1ccc(C(c2c(O)ccc3ccccc23)N2CCOCC2)c(OC)c1 (configuration not stated)	121	1.9	-16	1	1	-17	114	74	-0.2	-74
38	CCOCC(=O)Nc1nnc(C)s1	104	1.1	6	1	-4	-2	95	-17	0.68	17
39	Cc1ccc(N/N=C2\CS(=O)(=O)N(C)c3ccsc32)cc1	141*	1.5	-11	0.9	8	-49	110	60	0.67	-60
40	CCOC(=O)CN1CC23C=CC(O2)C(C(=O)Nc2ccc4c(c2)OCO4)C3C1=O (configuration not stated)	105	1.5	-7	1	-5	-6	108	-4	nt	4
41	COCCNC(=S)N1CCC(NC(=O)c2ccco2)CC1	96	1.2	-3	1	-3	9	101	9	0.26	-9
42	O=C(Nc1nc(-c2ccncc2)cs1)c1ccc(S(=O)(=O)N2CCOCC2)cc1	85	0.81	-9	1	-1	20	108	-12	nt	12
43	O=C(NC1CCCC1)c1sc(=S)n2c1[nH]c(=O)c1ccccc12	97	0.95	1	1	-5	6	100	-2	-1.4	2
44	CS(=O)(=O)N(CC(=O)NC1CCCC1)c1ccc2c(c1)OCCO2	105	0.98	-10	1.1	-8	-2	109	-11	1.9	11
45	CC(=O)CS(=O)(=O)c1ccc(Oc2ccc(S(=O)(=O)CC(C)=O)cc2)cc1	97	1.2	3	1	-4	5	97	-2	nt	2
46	N=c1n(Cc2ccccc2)c2ccccc2n1CC(O)c1ccccc1 (configuration not stated)	114	0.81	15	1	-2	-18	87	-1	nt	1
47	CN(C(=O)c1cccc(Nc2ccc(-c3ccc4c(c3)OCCO4)nn2)c1)C1CCCCC1	94	1.9	-22	0.2	77*	11	124	95	-0.61	-95
48	COc1cccc(NC(=O)CSc2nnc(C)s2)c1	106	1.1	6	1	-2	-3	95	-7	nt	7
49	NC(=S)Nc1cccc2cccnc12	113	1.3	-5	1	-4	-4	104	-19	nt	18
50	Fc1ccc2c(c1)/C(=N/Nc1ccccn1)CCS2	99	1.1	-1	1	-2	4	101	13	-0.74	-13

From entry 27 up to 28, copied from above:
no.	SMILES	STAT3 act	NF-kB expr up	STAT1 blocker	FLuc act counter	FLuc inhib CS	STAT3 blocker	STAT1 activator	APP 5'UTR act	ROMK primary	APP 5UTR inh
27	O=C(NN=C1CCCCC1)NC1CCCCC1	107	1.1	-7	1	-4	-5	106	2	nt	-2
28	CC1CN(S(=O)(=O)c2cccc(-c3cn4ccccc4n3)c2)CC(C)O1 (configuration not stated)	98	0.9	-2	1	2	5	102	2	-0.62	-2

The listing continues.
no.	SMILES	STAT3 act	NF-kB expr up	STAT1 blocker	FLuc act counter	FLuc inhib CS	STAT3 blocker	STAT1 activator	APP 5'UTR act	ROMK primary	APP 5UTR inh
51	O=C(Cc1ccccc1)NCCCN1CCN(CCCNC(=O)Cc2ccccc2)CC1	108	1	-1	1.1	-9	-5	101	-2	nt	2
52	Cc1cc(C)cc(NC(=O)c2nnn(Cc3cc(C)ccc3C)c2N)c1	87	1.1	5	1.1	-6	21	96	0	nt	0
53	Cc1nnn(C23CC4CC(CC(CC(=O)Nc5ccc(C)c(C)c5)(C4)C2)C3)n1	102	0.87	-19	1.1	-7	-5	117	23	-0.66	-23
54	COc1ccc(Cl)cc1S(=O)(=O)N1CCN(C(=O)c2ccco2)CC1	107	1	-1	1	-1	-4	101	6	nt	-6
55	CC[C@H](C)[C@@H](C(=O)N1CCNCC1)n1cc([C@@H](N)CO)nn1	nt	0.94	6	1.1	-5	nt	96	2	nt	-2
56	CCO/C=C1/C(=O)N(C)C(=O)c2cc(OC)ccc21	100	1	-4	1	-4	8	104	16	nt	-16
57	Cc1cccc(-c2c3c(=O)n(C)c(=O)n(C)c3c3cccnn23)c1	104	0.78	1	1.1	-6	-4	99	1	nt	-1
58	CCCOc1ccccc1C(=O)N(Cc1ccco1)C1CCS(=O)(=O)C1 (configuration not stated)	96	0.94	4	1.1	-8	9	97	13	0.8	-13
59	O=S(=O)(Nc1ccc(N2CCOCC2)cc1)c1ccc(F)cc1F	93	1.1	1	1	-2	9	100	-2	-0.02	2
60	CCN(CC)c1ccc2ccc(=O)oc2c1	100	1.2	-15	1	4	4	112	-7	-0.19	7
61	CCN(CC1COc2ccccc2O1)S(=O)(=O)c1ccc(C)cc1 (configuration not stated)	104	1.1	1	1.1	-6	-2	99	11	-0.55	-11
62	CC(c1ccco1)N(C(=O)c1ccccc1NS(=O)(=O)c1cccc([N+](=O)[O-])c1)c1ccccn1 (configuration not stated)	95	0.82	10	1.1	-6	7	91	11	-0.21	-10

Looked up above.
Reading for #55 under NF-kB expr up: 0.94
Reading for #56 under STAT3 act: 100
